High-throughput results deposited in PubChem by Sanford-Burnham Center for Chemical Genomics.
mIAP block – mouse IAP inhibition | 330,000 compounds, 0.2% hits | AID 2806 | purified mouse IAP, CDP-Star luminescence, 30 min | inhibition, % at 10 µM;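 active means inhibition of at least 40% at 10 µM in the primary screen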;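 further: plate controls were DMSO with enzyme for no effect and no enzyme wells for full effect; values of inactives mirror those of a sister screen read the other way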
hIAP act – increases human intestinal alkaline phosphatase activity; P09923; purified human IAP, CDP-Star luminescence, 30 min; hits give high values; 1 = vehicle-only enzyme, 0 = enzyme-free background; activation factor at 10 µM; 330,000 compounds, 0.16% hits; AID 2524;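 active means activation factor of the enzyme at least 2-fold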; further: the source names both 10 and 20 µM as test concentration; values of inactives mirror those of a sister screen read the other way
Target sequence (P09923 whole entry, looked up): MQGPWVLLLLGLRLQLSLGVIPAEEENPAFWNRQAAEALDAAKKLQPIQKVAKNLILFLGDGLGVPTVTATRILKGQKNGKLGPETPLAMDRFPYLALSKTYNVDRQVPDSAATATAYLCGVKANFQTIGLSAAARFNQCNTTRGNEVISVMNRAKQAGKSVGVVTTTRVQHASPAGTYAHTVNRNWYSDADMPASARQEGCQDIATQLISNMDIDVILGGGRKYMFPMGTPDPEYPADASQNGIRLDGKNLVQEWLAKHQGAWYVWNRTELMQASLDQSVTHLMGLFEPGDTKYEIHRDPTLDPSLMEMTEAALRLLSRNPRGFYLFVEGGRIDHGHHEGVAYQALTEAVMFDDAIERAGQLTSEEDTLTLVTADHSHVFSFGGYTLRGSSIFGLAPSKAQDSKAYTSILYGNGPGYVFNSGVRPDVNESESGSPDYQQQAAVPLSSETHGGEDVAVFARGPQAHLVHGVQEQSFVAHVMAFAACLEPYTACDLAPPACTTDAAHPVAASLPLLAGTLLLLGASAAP
SENP1 inh – blocks the human SENP1 SUMO protease catalytic domain. AID 624204. recombinant SENP1 catalytic domain, CyPet-SUMO1-YPet FRET cleavage. 360,000 compounds, 0.21% hits. Q9P0U3. inhibition, % at 10 µM;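 active means inhibition at least 30% at 10 µM, raw YFP signal under a set limit, fluorescence ratio 0.5 to 1.5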;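 further: 0% = enzyme with DMSO and 100% = no enzyme wells; some results filed as inactive read as strong as hits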
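Material: hSENP1 catalytic domain, recombinant; medium: Tris pH 8 with BME, BSA, NP40 and catalase; compound: single concentration of 10 µM compound, 0.5% DMSO final; technique: FRET read of cyan and yellow fluorescence; timing: 50 min enzyme reaction, room temperature, light-protected; reagent: SFCypet-SUMO1-SFYpet substrate at 25 nM; control set: no-enzyme low, enzyme-DMSO high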
beta cell repl – inducers of beta-cell replication in MIN6 cells | 330,000 compounds, 0.29% hits | proliferation, % at 10 µM | MIN6 cells proliferation, ATPlite luminescence, 48 h; cells starved in 0.2% serum; 100% = growth in 10% serum;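 active means compounds whose signal lies at least 3.5 SD above the mean of all wells on their plate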;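 further: 0% = DMSO-treated cells in low-serum medium and 100% = 10% serum control; some compounds called inactive have numbers as strong as hits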
NALP3 yeast inh – inhibitors of NALP3 inflammasome in yeast; Yeast reconstituted NLRP3/ASC/caspase-1, beta-gal luminescence, 24 h; inhibition, % at 10 µM; 330,000 compounds, 0.39% hits; AID 2825;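 active means inhibition of 50% or more; inactive means inhibition below 50%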;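 further: plate controls were induced DMSO wells for no effect and uninduced yeast grown without galactose for full effect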
A3G deaminase – blocks human APOBEC3G single-stranded DNA deamination. inhibition, % at 20 µM. 330,000 compounds, 0.28% hits. Q9HC16. recombinant A3G, ssDNA deamination FAM/TAMRA fluorescence. AID 493012;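 active means inhibition of at least 40% at 20 µM, with no more than 30% in the related APOBEC3A deaminase screen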;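 further: plate controls were DMSO wells with A3G for no effect and wells lacking A3G enzyme for full effect; some compounds called inactive have numbers as strong as hits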
Target sequence (Q9HC16 whole entry, looked up): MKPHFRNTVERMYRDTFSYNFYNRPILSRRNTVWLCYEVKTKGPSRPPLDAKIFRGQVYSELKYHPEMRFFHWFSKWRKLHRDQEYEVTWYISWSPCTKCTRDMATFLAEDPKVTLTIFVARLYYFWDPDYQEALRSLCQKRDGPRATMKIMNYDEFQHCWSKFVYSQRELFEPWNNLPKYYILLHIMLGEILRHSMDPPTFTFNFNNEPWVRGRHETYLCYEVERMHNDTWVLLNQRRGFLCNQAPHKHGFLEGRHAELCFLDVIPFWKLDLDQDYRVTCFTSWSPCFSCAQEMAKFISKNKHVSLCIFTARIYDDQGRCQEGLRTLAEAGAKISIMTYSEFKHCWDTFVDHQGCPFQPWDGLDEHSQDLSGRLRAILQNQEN
APOBEC3A inh – blocks human APOBEC3A ssDNA deamination. inhibition, % at 20 µM. P31941. 330,000 compounds, 0.41% hits. recombinant A3A, FAM/TAMRA ssDNA deamination fluorescence;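 active means at least 40% inhibition at 20 µM here, with at most 30% in a related deaminase screen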;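 further: plate controls were A3A with DMSO for no effect and wells lacking A3A enzyme for full effect; some results filed as inactive read as strong as hits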
Target sequence (P31941 whole entry, looked up): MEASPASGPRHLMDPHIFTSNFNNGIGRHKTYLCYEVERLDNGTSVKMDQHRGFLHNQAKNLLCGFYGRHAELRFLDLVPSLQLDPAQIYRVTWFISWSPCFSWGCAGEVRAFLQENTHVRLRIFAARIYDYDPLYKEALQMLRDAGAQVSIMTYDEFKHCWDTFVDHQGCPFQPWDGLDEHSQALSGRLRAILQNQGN
mIAP act – increases mouse intestinal alkaline phosphatase activity. muIAP, CDP-Star luminescence, 30 min; hits give high values; 1 = vehicle-only enzyme signal, 0 = enzyme-free wells. activation factor at 10 µM. 330,000 compounds, 0.24% hits;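 active means activation factor of at least 2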; further: the source names both 10 and 20 µM as test concentration; values of inactives mirror those of a sister screen read the other way
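Assay system: mouse IAP enzyme; reagent: chemiluminescent substrate CDP-Star; dosing: test compounds delivered from DMSO solution; schedule: 30 min at room temperature; measured by: luminescence from enzymatic CDP-Star hydrolysis; controls: DMSO-only wells and no-enzyme negative control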
hIAP inh – blocks human intestinal alkaline phosphatase | P09923 | purified IAP, CDP-Star luminescence, 30 min | inhibition, % at 10 µM | 330,000 compounds, 0.12% hits | AID 2544;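 active means inhibition reaching a set limit with compound at 10 µM in the primary screen, cut at about 35% in these data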;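 further: plate controls were DMSO wells with enzyme for no effect and no-enzyme buffer wells for full effect; values of inactives mirror those of a sister screen read the other way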
* marks the source's active call; other numbers are inactive results.

For CC(=O)NCC(=O)NC1CCCc2c1cnn2-c1ccccc1F (stereo not given) the results were mIAP block -5, hIAP act 1.2, SENP1 inh 0, beta cell repl -2, NALP3 yeast inh 13, A3G deaminase -1, APOBEC3A inh -4, mIAP act 1 and hIAP inh -18.
Screening CCCCNC(=O)C1CCN(c2nc(OC)nc(OC)n2)CC1 returned mIAP block 1, hIAP act 0.84, SENP1 inh -1, beta cell repl 0, NALP3 yeast inh -8, A3G deaminase -3, APOBEC3A inh -3, mIAP act 0.99 and hIAP inh 16.
Screening Cc1ccc(C(=O)NCC(=O)NCCSc2ccc(Br)cc2)cc1 returned mIAP block -4, hIAP act 1.1, SENP1 inh -1, beta cell repl 1, NALP3 yeast inh 23, A3G deaminase -12, APOBEC3A inh -4, mIAP act 1 and hIAP inh -13.
COCCCNc1nc2c(c(=O)n(Cc3ccc(F)cc3)c(=O)n2C)n1C was read as mIAP block -5, hIAP act 0.96, SENP1 inh 0, beta cell repl -1, NALP3 yeast inh 12, A3G deaminase 4, APOBEC3A inh -1, mIAP act 1.1 and hIAP inh 4.
Screening CCOC(=O)C1CCN(C(=O)c2cc(-c3ccncc3)nc3ccccc23)CC1 returned mIAP block -4, hIAP act 0.87, SENP1 inh 2, beta cell repl 2, NALP3 yeast inh 2, A3G deaminase -11, APOBEC3A inh -4, mIAP act 1 and hIAP inh 13.
Screening Cc1ccc(CNC(=O)CCS(=O)(=O)c2cccc3nsnc23)cc1 returned mIAP block -1, hIAP act 0.97, SENP1 inh 3, beta cell repl 0, NALP3 yeast inh -1, A3G deaminase -5, APOBEC3A inh -3, mIAP act 1 and hIAP inh 3.
Screening C=C(C)Cn1c(C)cc(C)c(S(=O)(=O)c2ccccc2C)c1=O returned mIAP block 4, hIAP act 0.98, SENP1 inh 1, beta cell repl 1, NALP3 yeast inh -8, A3G deaminase -8, APOBEC3A inh 1, mIAP act 0.96 and hIAP inh 2.
CC(NC(=O)COc1cccc(Br)c1)C(=O)O (stereo not given) was read as mIAP block 1, hIAP act 1, SENP1 inh 0, beta cell repl -2, NALP3 yeast inh 5, A3G deaminase 1, APOBEC3A inh -3, mIAP act 0.99 and hIAP inh 0.
`Cc1ccc(CN2CCN(Cc3cn(C)nc3-c3ccccc3)CC2CCO)o1` (stereo not given) gave mIAP block -11, hIAP act 1.1, SENP1 inh 2, beta cell repl 4, NALP3 yeast inh -7, A3G deaminase -6, APOBEC3A inh 0, mIAP act 1.1 and hIAP inh -7.
Screening Cc1ccsc1/C=N/NC(=O)c1ccc(Cn2cc(Br)cn2)o1 returned mIAP block -1, hIAP act 1.1, SENP1 inh 0, beta cell repl -1, NALP3 yeast inh -1, A3G deaminase 0, APOBEC3A inh 0, mIAP act 1 and hIAP inh -12.
C/C(O)=C\c1nc2ccccc2oc1=O was read as mIAP block 5, hIAP act 1.1, SENP1 inh -1, beta cell repl -3, NALP3 yeast inh 39, A3G deaminase -2, APOBEC3A inh -3, mIAP act 0.95 and hIAP inh -8.
Screening Cc1nc(SCc2nc3c(F)cccc3[nH]2)c2oc3ccccc3c2n1 returned mIAP block 16, hIAP act 1, SENP1 inh 0, beta cell repl 1, NALP3 yeast inh 37, A3G deaminase -9, APOBEC3A inh -2, mIAP act 0.84 and hIAP inh -1.
`O=C(CSc1ccc(-c2cccc([N+](=O)[O-])c2)nn1)NC1CCCC1` gave mIAP block 7, hIAP act 0.86, SENP1 inh -1, beta cell repl 1, NALP3 yeast inh -3, A3G deaminase 1, APOBEC3A inh 3, mIAP act 0.93 and hIAP inh 14.
`COc1ccc(C(C(=O)NCc2ccccc2)N(C(=O)c2snc(C(N)=O)c2N)c2ccccc2OC)cc1` (stereo not given) gave mIAP block -1, hIAP act 0.9, SENP1 inh -49, beta cell repl 2, NALP3 yeast inh 9, A3G deaminase -8, APOBEC3A inh -4, mIAP act 1 and hIAP inh 10.
Screening CC(=O)Oc1ccc(C(=O)Nc2ccccc2C(=O)N2CCCCC2)cc1 returned mIAP block 0, hIAP act 0.92, SENP1 inh -3, beta cell repl -2, NALP3 yeast inh -5, A3G deaminase 0, APOBEC3A inh 0, mIAP act 1 and hIAP inh 8.
Screening COc1ccccc1C1CC(c2ccc(Cl)cc2)Nc2nc(N)nn21 (stereo not given) returned mIAP block 0, hIAP act 0.89, SENP1 inh 0, beta cell repl 1, NALP3 yeast inh 17, A3G deaminase -4, APOBEC3A inh -3, mIAP act 1 and hIAP inh 11.
Screening Cc1c(NS(=O)(=O)c2cccc(C(=O)NCc3ccccc3)c2)c(=O)n(-c2ccccc2)n1C returned mIAP block 4, hIAP act 0.97, SENP1 inh 0, beta cell repl -1, NALP3 yeast inh 11, A3G deaminase -1, APOBEC3A inh 1, mIAP act 0.95 and hIAP inh 3.
Screening CCOC(=O)C1CCN(C(=S)NC(=O)c2cccs2)CC1 returned mIAP block -9, hIAP act 0.99, SENP1 inh 2, beta cell repl 2, NALP3 yeast inh 16, A3G deaminase 1, APOBEC3A inh 2, mIAP act 1.1 and hIAP inh 1.
`CCCN(CC(=O)Nc1ccccc1C)C(=O)c1ccc(N2CCOCC2)c([N+](=O)[O-])c1` gave mIAP block 0, hIAP act 1.1, SENP1 inh 2, beta cell repl -4, NALP3 yeast inh 4, A3G deaminase -6, APOBEC3A inh 0, mIAP act 1 and hIAP inh -10.
COc1cccc(OC)c1C(=O)Nc1nnc(-c2ccc(F)cc2)s1 was read as mIAP block 3, hIAP act 1.3, SENP1 inh 2, beta cell repl 0, NALP3 yeast inh 42, A3G deaminase -6, APOBEC3A inh -3, mIAP act 0.97 and hIAP inh -32.
For COc1ccc(OCc2nc3ccccc3[nH]2)cc1 the results were mIAP block -3, hIAP act 0.98, SENP1 inh 1, beta cell repl -4, NALP3 yeast inh 33, A3G deaminase -8, APOBEC3A inh -4, mIAP act 1 and hIAP inh 2.
COc1ccc(/C=C2\N=C(C)N(c3ccc(C(=O)O)cc3)C2=O)cc1OC was read as mIAP block 3, hIAP act 0.81, SENP1 inh 2, beta cell repl -1, NALP3 yeast inh 10, A3G deaminase 1, APOBEC3A inh 0, mIAP act 0.97 and hIAP inh 19.
`CC(C)(C)OC(=O)NCCCCC1=CC2=CC(=O)C(C)(OC(=O)c3ccco3)C(=O)C2=CO1` (stereo not given) gave mIAP block 12, hIAP act 1.2, beta cell repl -2, NALP3 yeast inh -3, A3G deaminase -12, APOBEC3A inh -1, mIAP act 0.88 and hIAP inh -19.
Screening COc1cc(NC(=O)c2ccc(=O)[nH]n2)cc(OC)c1OC returned mIAP block -8, hIAP act 1, SENP1 inh 1, beta cell repl -6, NALP3 yeast inh 17, A3G deaminase -8, APOBEC3A inh -4, mIAP act 1.1 and hIAP inh 0.
`Cc1ccc(C)c(S(=O)(=O)N2CCCC2CNC(=O)C(=O)NC2CC2)c1` (stereo not given) gave mIAP block 0, hIAP act 1, SENP1 inh 1, beta cell repl 2, NALP3 yeast inh 8, A3G deaminase -5, APOBEC3A inh 0, mIAP act 1 and hIAP inh -2.
Screening COc1ccccc1C/C(N)=N/OC(=O)COc1cccc(C)c1C returned mIAP block 11, hIAP act 1.1, SENP1 inh 2, beta cell repl -1, NALP3 yeast inh -2, A3G deaminase -7, APOBEC3A inh -3, mIAP act 0.89 and hIAP inh -5.
`CCOC(=O)c1nn(-c2ccccc2)c(C#N)c1N` gave mIAP block 0, hIAP act 1.6, SENP1 inh 0, beta cell repl 5, NALP3 yeast inh 23, A3G deaminase 1, APOBEC3A inh 3, mIAP act 1 and hIAP inh -58.
For CCOC(=O)C(=NC1CCS(=O)(=O)C1)NNc1ccccc1Cl (stereo not given) the results were mIAP block 1, hIAP act 0.97, SENP1 inh 2, beta cell repl -2, NALP3 yeast inh 0, A3G deaminase 3, APOBEC3A inh 2, mIAP act 0.99 and hIAP inh 3.
Cc1ccc(S(=O)(=O)N2CCN(C(=O)c3cc(C4CC4)nc4c3cnn4C(C)C)CC2)cc1 was read as mIAP block 6, hIAP act 1.1, SENP1 inh 0, beta cell repl -7, NALP3 yeast inh 11, A3G deaminase 3, APOBEC3A inh 5, mIAP act 0.94 and hIAP inh -6.
`COc1cc(Cl)c(C)cc1NC(=O)Cc1ccc(OC)c(OC)c1` gave mIAP block -7, hIAP act 1.1, SENP1 inh -1, beta cell repl 0, NALP3 yeast inh 26, A3G deaminase -6, APOBEC3A inh 0, mIAP act 1.1 and hIAP inh -9.

Molecules shown so far that contain a thiophene ring, fused or not, in the order listed:
Screening Cc1ccsc1/C=N/NC(=O)c1ccc(Cn2cc(Br)cn2)o1 returned mIAP block -1, hIAP act 1.1, SENP1 inh 0, beta cell repl -1, NALP3 yeast inh -1, A3G deaminase 0, APOBEC3A inh 0, mIAP act 1 and hIAP inh -12.
Screening CCOC(=O)C1CCN(C(=S)NC(=O)c2cccs2)CC1 returned mIAP block -9, hIAP act 0.99, SENP1 inh 2, beta cell repl 2, NALP3 yeast inh 16, A3G deaminase 1, APOBEC3A inh 2, mIAP act 1.1 and hIAP inh 1.

The list continues:
For CCOc1ccc(NC(=S)N2CCN(S(C)(=O)=O)CC2)cc1 the results were mIAP block -4, hIAP act 0.96, SENP1 inh 2, beta cell repl -4, NALP3 yeast inh 23, A3G deaminase -8, APOBEC3A inh -4, mIAP act 1 and hIAP inh 4.
Screening Cc1ccc(Sc2cc(C(F)(F)F)nc(N(C)C)n2)cc1 returned mIAP block 5, hIAP act 1.2, SENP1 inh 1, beta cell repl -5, NALP3 yeast inh 17, A3G deaminase -3, APOBEC3A inh -2, mIAP act 0.95 and hIAP inh -15.
For Cc1cccc(-c2cc(C(=O)Nc3ccc4c(c3)OCCO4)c3ccccc3n2)c1 the results were mIAP block 9, hIAP act 0.91, SENP1 inh 0, beta cell repl -3, NALP3 yeast inh 6, A3G deaminase 4, APOBEC3A inh -4, mIAP act 0.91 and hIAP inh 9.
`CCC(NC(=S)NC1CCCCC1)c1ccc(C)cc1` (stereo not given) gave mIAP block -72, hIAP act 0.98, SENP1 inh 0, beta cell repl -5, NALP3 yeast inh 12, A3G deaminase -5, APOBEC3A inh -2, mIAP act 1.7 and hIAP inh 2.
CCOC(=O)C1=C2c3ccc4ccccc4c3CC(C)(C)N2C(=O)C1=O was read as mIAP block 9, hIAP act 0.89, SENP1 inh 0, beta cell repl 0, NALP3 yeast inh 21, A3G deaminase -3, APOBEC3A inh -2, mIAP act 0.91 and hIAP inh 11.
`CC1=C(C(=O)OCc2ccccc2)C(c2ccc(C(F)(F)F)cc2)NC(=O)N1CCCCCC(=O)O` (stereo not given) gave mIAP block 5, hIAP act 0.93, SENP1 inh 3, beta cell repl 0, NALP3 yeast inh 7, A3G deaminase -5, APOBEC3A inh -2, mIAP act 0.95 and hIAP inh 7.
Screening CCOC(=O)C1=C(C)Nc2nc(SCC)[nH]c(=O)c2C1c1ccncc1 (stereo not given) returned mIAP block -12, hIAP act 1, SENP1 inh 3, beta cell repl -1, NALP3 yeast inh 26, A3G deaminase 1, APOBEC3A inh 3, mIAP act 1.1 and hIAP inh -3.

Not all compounds are listed; count on the stated rates, not on these rows.
